# Autophagy HCS = modulators of autophagy; MEF GFP-LC3 puncta imaging; test concentration mostly 10 µM; AID 463193; hit rate 0.98% among 190,000; calls only at 10 µM (by protocol);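 active = percentage of spot-positive cells more than 3 SD above its plate mean, without a fluorescence outlier flag or 80% toxicity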;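 also: spot-positive cell cutoff set from DMSO-treated cells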
# Insulin prom up = MIN6 insulin promoter up-regulation; MIN6 insulin promoter-GFP reporter, high-content imaging; active compounds read high; hit rate 0.3% among 190,000; z-score at 5 µM;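 active = z-score above 3 at 5 µM with at least 500 cells counted in the well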
# human PMI inhibitors = human PMI inhibitors, high substrate, primary screen, biochemical, fluorescence intensity, high mannose 6-phosphate (AID 1220); recombinant PMI enzyme, coupled fluorescence intensity; higher % means a stronger effect; inhibition, % at 20 µM, or IC50 in µM where a hit was titrated; hit rate 0.66% among 190,000
# human PMI inhibition = MPI enzyme activity inhibition – biochemical, fluorescence intensity, coupled assay, primary screen (AID 1209). purified PMI enzyme, coupled fluorescence intensity; higher % means a stronger effect. inhibition, % at 20 µM; hits with a dose series show IC50 in µM. hit rate 0.42% among 190,000;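 also: plate controls were DMSO vehicle for no effect and wells lacking substrate for full effect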
# Yfh1-depleted yeast = mitochondrial function rescue without frataxin homolog – Friedreich's ataxia, plus single-dose screen, dose response (AID 1465). S. cerevisiae Yfh1-off respiration, WST-1 reduction, 72 h; higher fold induction means a stronger effect. fold induction at 50 µM, or EC50 in µM where a hit was titrated. hit rate 0.074% among 220,000;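 active = fold induction of absorbance versus untreated yeast above a set limit, then at least 30% activation at any dose in follow-up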;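 also: activators that raise dye reduction in frataxin-depleted yeast; strong numbers were not always called active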
# b-catenin transl = alters nuclear translocation of beta-catenin in HeLa cells | immunofluorescence imaging | hit rate 0.3% among 190,000 | AID 1665 | nuclear translocation activity, % at 5 µM;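 active = nuclear translocation activity above 50% at 5 µM, with a well cell count of 50 or more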;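 also: per-cell ratio of nuclear to cytoplasmic median beta-catenin stain intensity; plate controls were DMSO negative control for no effect and GSK-3 inhibitor IX positive control for full effect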
#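 Technique: fluorescence imaging of beta-catenin antibody stain plus DAPI / Material: human HeLa cell line / Incubation: compound treatment 24 h, 37°C, 5% CO2 / Read-out basis: % activation of per-cell nuclear versus cytoplasmic median beta-catenin signal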
# MT stabilizer = microtubule stabilizers in HeLa cells | HeLa tubulin immunostaining HCS, 24 h; share of cells brighter than vehicle mean+2SD | hit rate 0.83% among 200,000 | % tubulin-high responders, % at 10 µM | AID 2205;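 active = plate Z-score above 3 for both tubulin-high and condensed-nucleus cell shares, with cell loss under 80%, at 10 µM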;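 also: anti alpha tubulin signal scored within the nucleus-defined area of each cell; some results filed as inactive read as strong as hits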
# Dynein transport = dynein cargo transport inhibition | 3617.4 mouse cells, GR-EGFP nuclear translocation imaging; test concentration mostly 20 µM; stimulated with dexamethasone, 1 µM; active compounds read low | z-score, hits read low | hit rate 0.47% among 220,000 | AID 1381;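 active = plate z-score of nuclear minus cytoplasmic receptor signal below a set negative limit, without overly bright fluorescence or cell loss, cut at about -3.5 in these data, passing the limit was not always enough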;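 also: z-score of nuclear minus cytoplasmic ring GR-EGFP intensity difference per well; some compounds called inactive have numbers as strong as hits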
#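 Also added – dexamethasone, 1.0 µM final · Buffer or medium – tet-free, stripped-serum medium · Schedule – induction 48 h, compound 1 h, agonist 30 min · Detection – formaldehyde fixation, Hoechst nuclear stain, 10x automated fluorescence imaging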
# WT yeast gro inh = growth inhibition of WT yeast, mitochondrial fusion screen; mitochondrial fusion phenotypic screen, WT strain; inhibition, % at 10 µM; hit rate 2.1% among 190,000; AID 1362; in the data active = inhibition above about 58%; tested in S. cerevisiae
# WT yeast gro inh mutant strain = second read-out of WT yeast gro inh, no call of its own (marks repeat the call); inhibition, %; mitochondrial fusion phenotypic screen, mutant strain inhibition
# Dynein transport cytoplasmic EGFP = second read-out of Dynein transport, no call of its own (marks repeat the call); z-score; measured here: cytoplasmic GR-EGFP intensity; active compounds read high
# Dynein transport nuclear GR-EGFP = further read-out of Dynein transport, marked with its call; z-score; measured here: nuclear GR-EGFP intensity;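 lower value marks the stronger effect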
# Dynein transport cell count = further read-out of Dynein transport, marked with its call; z-score; measured here: cell count per field
# Insulin prom up cell count = second read-out of Insulin prom up, no call of its own (marks repeat the call); cell count; measured here: cytotoxicity, nuclei count;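 total cells summed across four imaged fields per well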
# b-catenin transl cell count 5 µM = second read-out of b-catenin transl, no call of its own (marks repeat the call); cell count; measured here: cell count, cytotoxicity flag
# MT stabilizer Hoechst-high % = further read-out of MT stabilizer, marked with its call; % Hoechst-high responders; measured here: nuclear condensation Hoechst responders;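 share of cells brighter than vehicle mean plus two SD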
# MT stabilizer cytotoxicity % = further read-out of MT stabilizer, marked with its call; toxicity, %; measured here: cytotoxicity by cell density;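 0% = mean cell density of plate MIN control wells and 100% = no cells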
# Autophagy HCS cell loss 18 h = also measured in Autophagy HCS; calls as there; toxicity, %; measured here: cell loss, nuclei count;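 cell loss after 18 h compound exposure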
# Numbers without * were called inactive; i = inactive; / = no result given. Rule as the data show it, unless noted: active = inhibition above about 50%; inactive = the rest.
SMILES,Autophagy HCS,Autophagy HCS cell loss 18 h,Insulin prom up,Insulin prom up cell count,human PMI inhibitors,human PMI inhibition,Yfh1-depleted yeast,b-catenin transl,b-catenin transl cell count 5 µM,MT stabilizer,MT stabilizer Hoechst-high %,MT stabilizer cytotoxicity %,Dynein transport,Dynein transport cytoplasmic EGFP,Dynein transport nuclear GR-EGFP,Dynein transport cell count,WT yeast gro inh,WT yeast gro inh mutant strain
O=C(CC(c1ccccc1)c1ccccc1)Nc1ncn[nH]1,i,-2,0.61,1303,-2%,-3%,i,-2.7,1173,2.1,2.3,9.5,1.2,-0.15,0.54,-0.98,2,-1
O=C1CC(Nc2ccc(N3CCOCC3)cc2)C(=O)N1c1ccccc1 (stereo unspecified),i,-7,0.59,795,8%,16%,i,0.9,1092,1.2,1.2,3.2,-1.2,-0.11,-0.37,0.67,-4,-7
COc1ccc(Br)cc1C1N2CC3(C)CN1CC(C)(C2)C3=O (stereo unspecified),i,-4,0.07,1379,1%,8%,i,0.3,1024,4.8,2.7,9.9,-0.43,0.72,-0.033,-0.38,56,-10
CC(C)COc1ccc(C(=O)NC(=S)Nc2ccc(CN3CCOCC3)cc2)cc1,i,32,/,/,-2%,8%,i,-0.7,967,3.7,2.7,1.4,-0.024,-0.24,0.14,0.73,14,31
O=C(O)c1ccccc1C(=O)c1cccs1,i,13,0.55,1474,-2%,-2%,i,-5.6,1078,3.8,1.5,1.7,1.7,0.055,0.64,-0.23,1,-3
Cc1ccc(S(=O)(=O)NCC(=O)N/N=C/c2ccc(Cl)cc2Cl)cc1,i,-12,0.52,1532,13%,18%,i,-3.3,1128,1.8,4.3,8.5,-0.13,-0.24,-0.14,0.4,1,5
CCn1c(C)c(C(C)=O)c(N2CCN(c3ccccn3)CC2)nc1=S,i,5,-0.15,1259,-4%,3%,i,-1.2,1197,3.0,2.2,6.3,-0.68,-0.25,-0.81,0.22,15,13
CC(=O)OC[C@H]1O[C@@H](Sc2cccc3cccnc23)[C@H](OC(C)=O)[C@@H](OC(C)=O)[C@@H]1OC(C)=O,i,-3,-0.12,1273,1%,-6%,i,-1.7,482,2.3,1.4,3.2,-0.31,-0.076,-0.38,0.55,-11,-13
Cn1c(=O)[nH]c(=O)c2c1nc(NCCCO)n2CCOc1ccccc1,i,22,-0.24,1515,9%,12%,i,-0.5,1059,3.1,1.7,10,-0.83,-0.36,-0.3,0.65,-9,-2
CCC(=O)N1CCc2cc(S(=O)(=O)NCCCN(CC)Cc3ccccc3)ccc21,i,8,-0.62,948,2%,-1%,i,2.1,1142,1.6,0.9,6.1,0.34,-0.095,0.84,-0.041,2,1
O=C(CN1C(=O)S/C(=C/c2cc(Br)cs2)C1=O)N1CCOCC1,i,7,-0.05,1355,0%,-3%,i,3.3,924,3.4,2.8,6.2,-0.21,-0.26,-0.27,0.36,-6,2
Cc1cc(NC(=O)CSc2nc(C(C)C)nc3sc4c(c23)CCCC4)no1,i,2,0.03,905,5%,2%,i,2.5,1167,2.6,2.0,12,-0.49,-0.27,-0.3,0.37,20,19
c1ccc(-c2cnnc(N3CCCCC3)n2)cc1,i,8,-0.06,1096,-1%,-5%,i,-8.3,988,3.0,2.1,8.4,-0.9,-0.021,-0.52,0.47,12,-3
CCOC(=O)c1c(C)[nH]c(C(=O)CN2CC(C)OC(C)C2)c1C (stereo unspecified),i,-21,-0.08,1296,-12%,-12%,i,1.5,825,5.2,2.4,3.5,0.52,-0.3,0.31,-0.42,0,-2
Cc1cc(C)c(NC(=O)c2cc(C(=O)O)ccc2C(=O)O)c([N+](=O)[O-])c1,i,1,-0.52,1172,-13%,-16%,i,0.6,1089,5.2,1.5,5.6,1.2,0.059,0.52,-2,3,3
CC(OC(=O)c1cc(=O)[nH]c2ccccc12)C(=O)c1ccccc1 (stereo unspecified),i,5,-0.4,1370,10%,13%,i,0.6,1439,2.1,1.6,9.6,0.4,-0.42,-0.46,2.1,-2,-7
Cc1ccc(N2CCN(CCc3nc4cc(NS(C)(=O)=O)ccc4n3C)CC2)cc1,i,2,-0.14,1225,14%,14%,i,/,/,11,1.9,8.9,-0.37,-0.22,-0.0083,0.43,-12,11
COc1ccccc1C(=O)OCCNC(=O)Cn1cnc2c1c(=O)n(C)c(=O)n2C,i,3,-0.06,1230,-8%,-10%,i,-0.7,1099,1.9,3.5,6.5,-0.91,-0.31,-0.15,0.47,-4,-5
O=C(O)c1ccc(-n2nnnc2Oc2cccc3cccnc23)cc1,i,-9,-1.5,920,-3%,-2%,i,-1.2,1254,2.3,2.5,4.9,0.49,-0.23,0.23,-0.022,9,11
CCOc1ccc(NC2=NCC(=O)N2Cc2cccs2)cc1,i,-3,4.8*,1320*,-23%,-16%,i,-1.4,1390,2.5,1.4,9.2,0.089,-0.1,-0.56,0.44,-1,-21
CCOC(=O)CC1=CC(=O)Nc2ccccc2N1,i,16,0.76,1262,48%,13%,i,-0.7,1168,2.2,2.2,1.7,0.36,-0.18,0.16,-0.38,-50,-7
COCC(=O)NC1CC2CCC(C1)N2C(=S)Nc1ccccc1C(=O)OC (stereo unspecified),i,0,-0.09,1308,-9%,-5%,i,-1.6,1000,4.7,3.2,7.9,-0.012,-0.37,-0.57,0.1,-8,-3
COc1cccc(C2C(C(=O)c3cc4ccccc4o3)=C(O)C(=O)N2CCN(C)C)c1OC (stereo unspecified),i,-2,/,/,/,/,i,/,/,1.7,0.8,21,-0.64,-0.069,0.13,1.1,/,/
O=C(Cn1nnc2ccccc2c1=O)Nc1ccc(S(=O)(=O)N2CCOCC2)cc1,i,-12,0.15,1242,2%,3%,i,0.3,1083,2.4,3.0,6.6,-0.54,-0.11,-0.66,0.49,-14,-4
COc1ccc2c(c1)[nH]c1c(Cl)ncnc12,i,11,0.25,1379,-14%,-8%,i,-0.5,992,4.6,1.6,7.9,0.12,-0.14,0.053,-0.39,-3,-10

# (listing goes on)
SMILES,Autophagy HCS,Autophagy HCS cell loss 18 h,Insulin prom up,Insulin prom up cell count,human PMI inhibitors,human PMI inhibition,Yfh1-depleted yeast,b-catenin transl,b-catenin transl cell count 5 µM,MT stabilizer,MT stabilizer Hoechst-high %,MT stabilizer cytotoxicity %,Dynein transport,Dynein transport cytoplasmic EGFP,Dynein transport nuclear GR-EGFP,Dynein transport cell count,WT yeast gro inh,WT yeast gro inh mutant strain
Cc1cc(C2=NNC(=NC3CC3)SC2)c(C)n1-c1ccccc1F,i,6,-2.9,552,-5%,-10%,i,/,/,2.9,2.9,6.8,-2,0.12,-1.3,-2.5,-4,-4
Cc1ccc(OC(=O)CCc2c(C)nc3ncnn3c2C)cc1,i,-3,0.43,1774,9%,14%,i,0.3,967,1.7,2.5,6.2,-0.47,-0.3,-0.3,0.9,10,-6
N#Cc1c(SCC(N)=O)nsc1SCc1ccc(Cl)cc1,i,-6,-0.06,1354,9%,10%,i,/,/,1.9,1.7,9.4,-0.82,0.33,-0.068,0.53,3,-5
CC1CCc2sc(C(=O)OCC(=O)NC(C)C)cc2C1 (stereo unspecified),i,-26,/,/,11%,0%,i,-1.6,1102,3.0,1.7,6.9,0.59,-0.083,0.24,0.17,7,16
COc1ccc(CCNC(=O)CSCc2c(F)cccc2Cl)cc1OC,i,0,0.1,1518,8%,0%,i,0.6,1440,4.9,2.2,20,0.19,-0.32,0.77,0.05,6,-7
COc1ccc(C(=O)O/N=C(\C)c2ccccc2)cc1,i,-11,/,/,13%,12%,i,0.5,1157,1.6,1.2,4.2,0.023,-0.24,0.24,-0.28,75*,71*
COc1ccc(N2CCN(C(=O)c3cccnc3SCc3cccc(Br)c3)CC2)cc1,i,-13,-0.02,1294,10%,14%,i,-1.0,1080,/,/,/,-0.36,-0.29,0.12,0.71,37,6
Cc1ccc(NC(=S)N(CCCN2CCOCC2)Cc2cccnc2)cc1C,i,8,-0.74,1202,-2%,-3%,i,-5.3,1105,2.9,2.9,3.4,-0.4,-0.35,0.14,0.18,-10,10
Cc1ccc(CN2C(=O)c3ccccc3NC2c2ccccn2)cc1 (stereo unspecified),i,-3,-0.04,1290,2%,4%,i,2.2,1124,2.1,2.5,2.6,1.9,-0.28,1.2,-0.98,8,-1
CC(C)(C)c1ccc(/C=N/Nc2cccc(C(=O)O)c2)cc1,i,6,0.42,1305,-103%,-68%,i,-2.0,1106,1.6,1.9,2.0,-0.27,-0.3,-0.012,0.31,-11,10
O=c1oc2cccnc2n1CCS(=O)(=O)c1ccc(F)cc1,/,/,0.08,1023,/,/,i,0.7,1296,/,/,/,-0.61,-0.24,0.087,0.86,/,/
COCCNC(=O)c1ccc2c(=O)n(Cc3ccco3)c(SCC(=O)NC3CCCCC3)nc2c1,i,2,0.13,1455,-2%,-2%,i,1.7,1402,1.1,0.6,2.8,1.4,-0.21,0.22,-0.19,0,3

# Complete entries from above:
# O=c1oc2cccnc2n1CCS(=O)(=O)c1ccc(F)cc1 across the screens: Autophagy HCS: /; Autophagy HCS cell loss 18 h: /; Insulin prom up: 0.08; Insulin prom up cell count: 1023; human PMI inhibitors: /; human PMI inhibition: /; Yfh1-depleted yeast: i; b-catenin transl: 0.7; b-catenin transl cell count 5 µM: 1296; MT stabilizer: /; MT stabilizer Hoechst-high %: /; MT stabilizer cytotoxicity %: /; Dynein transport: -0.61; Dynein transport cytoplasmic EGFP: -0.24; Dynein transport nuclear GR-EGFP: 0.087; Dynein transport cell count: 0.86; WT yeast gro inh: /; WT yeast gro inh mutant strain: /
# CC1CCc2sc(C(=O)OCC(=O)NC(C)C)cc2C1 (stereo unspecified) across the screens: Autophagy HCS: i; Autophagy HCS cell loss 18 h: -26; Insulin prom up: /; Insulin prom up cell count: /; human PMI inhibitors: 11%; human PMI inhibition: 0%; Yfh1-depleted yeast: i; b-catenin transl: -1.6; b-catenin transl cell count 5 µM: 1102; MT stabilizer: 3.0; MT stabilizer Hoechst-high %: 1.7; MT stabilizer cytotoxicity %: 6.9; Dynein transport: 0.59; Dynein transport cytoplasmic EGFP: -0.083; Dynein transport nuclear GR-EGFP: 0.24; Dynein transport cell count: 0.17; WT yeast gro inh: 7; WT yeast gro inh mutant strain: 16
